Assay outcomes (PubChem BioAssay)
ROC1-CUL1 inh: blocks human RBX1-Cullin-1 di-ubiquitin formation; inhibition, % at 10 µM; in vitro K48 di-Ub FRET, acceptor:donor ratio, 45 min; P62877+Q13616; hit rate 0.6% among 140,000; AID 1347404; in the data active = inhibition above about 25%
Target sequence (P62877 whole entry, looked up): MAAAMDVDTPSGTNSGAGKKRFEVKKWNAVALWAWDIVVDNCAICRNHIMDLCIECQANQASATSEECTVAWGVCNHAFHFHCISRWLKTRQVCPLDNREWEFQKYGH
Target sequence (Q13616 whole entry, looked up): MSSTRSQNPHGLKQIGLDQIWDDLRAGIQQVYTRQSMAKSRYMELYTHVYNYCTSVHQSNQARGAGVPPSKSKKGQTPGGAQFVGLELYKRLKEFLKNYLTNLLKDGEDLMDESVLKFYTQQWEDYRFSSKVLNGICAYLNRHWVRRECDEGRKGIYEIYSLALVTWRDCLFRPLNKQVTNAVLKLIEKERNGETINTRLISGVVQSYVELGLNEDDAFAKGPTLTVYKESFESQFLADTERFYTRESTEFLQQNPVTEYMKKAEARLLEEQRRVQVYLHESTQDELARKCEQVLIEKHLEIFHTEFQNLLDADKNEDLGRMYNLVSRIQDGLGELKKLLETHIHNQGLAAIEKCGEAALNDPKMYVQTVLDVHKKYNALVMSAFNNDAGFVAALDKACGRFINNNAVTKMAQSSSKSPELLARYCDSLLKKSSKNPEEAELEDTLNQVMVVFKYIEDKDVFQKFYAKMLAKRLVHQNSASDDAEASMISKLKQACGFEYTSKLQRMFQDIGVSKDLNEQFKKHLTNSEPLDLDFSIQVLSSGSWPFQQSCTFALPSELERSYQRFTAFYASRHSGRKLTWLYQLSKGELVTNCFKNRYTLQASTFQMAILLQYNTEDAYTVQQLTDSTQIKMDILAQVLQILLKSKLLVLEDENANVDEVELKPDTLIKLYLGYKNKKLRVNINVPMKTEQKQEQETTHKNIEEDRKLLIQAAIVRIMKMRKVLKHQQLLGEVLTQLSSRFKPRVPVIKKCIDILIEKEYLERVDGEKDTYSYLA
Starred values were filed as active, the others as inactive; & = joins results of further samples. An excerpt; rates above refer to the full screens.

Start of the listing, in advance:
SMILES	ROC1-CUL1 inh
COc1cc(/C=N/N=C/c2cc(Cl)c(O)c(OC)c2)cc(Cl)c1O	2.8
CCOC(=O)C1=C(C)OC(=N)C(C#N)C1c1ccc(COc2cccc(C(F)(F)F)c2)o1 (stereo unspecified)	2.9

Main list, repeating the preview:
SMILES	ROC1-CUL1 inh
COc1cc(/C=N/N=C/c2cc(Cl)c(O)c(OC)c2)cc(Cl)c1O	2.8
CCOC(=O)C1=C(C)OC(=N)C(C#N)C1c1ccc(COc2cccc(C(F)(F)F)c2)o1 (stereo unspecified)	2.9
Cc1ccccc1-c1noc(CCC(=O)Nc2cccc(C)c2C)n1	3.0
Cc1cc(/C=C(\C#N)C(=O)Nc2ccccc2)c(C)n1-c1ccc(F)cc1	1.3
CCOC(=O)[C@H]1C(=O)Oc2ccccc2[C@@H]1C(C)C	6.6
Cc1n[nH]c(C)c1C(C)NC(=O)c1ccc2oc(-c3cccc(F)c3)nc2c1 (stereo unspecified)	0.9
CCOC(=O)N1CCN(Cc2ccc3c(c2)CN(C(=O)CCc2c[nH]c4ccccc24)CCO3)CC1	14.6
O=C(NC1CCCCC1)c1ccc(CN2CCCCC2)cc1	0.0
CCOC(=O)N1CCN(c2nc(=S)n(-c3ccccc3)c(C)c2C(C)=O)CC1	1.4
Cc1cc2nc(-c3ccc(NC(=O)c4ccc(Cl)cc4)cc3)oc2cc1C	-8.8
CCOC(=O)C1(Cc2cccc(Cl)c2)CCCN(C(=O)c2occc2C)C1 (stereo unspecified)	3.4
Cc1nc(C(C)NC(=O)Cc2c3c(n(CC(C)C)c2C)CC(C)(C)CC3=O)n[nH]1 (stereo unspecified)	6.9
CN1C(C)(C)CC(NS(=O)(=O)CC23CCC(CC2=O)C3(C)C)CC1(C)C (stereo unspecified)	-4.9
Cn1c(SCC(=O)N/N=C/c2cccc(O)c2)nnc1-c1ccc(Cl)cc1	0.5
CCCCNC(=O)c1coc(COc2ccccc2F)n1	-4.0
CCN(Cc1nc(-c2ccc(OC)cc2)oc1C)S(=O)(=O)c1ccc(C)cc1	-9.1
CCCC(=O)Nc1ccc(N2CCN(C(=O)CC(C)C)CC2)cc1	-8.4
CC(C)CC(=O)N1c2ccccc2N=C2CC(C)(C)CC(=O)C2C1c1cccs1 (stereo unspecified)	0.9
CCOC(=O)C(NC(=O)c1c(F)cccc1F)(Nc1ccccc1C(F)(F)F)C(F)(F)F (stereo unspecified)	-0.9
CCOC(=O)CNC(=O)C(c1ccco1)N(Cc1ccco1)C(=O)CN1C(=O)c2ccccc2C1=O (stereo unspecified)	-0.5
O=C(Nc1ccc(Cl)cc1C(=O)N1CCCCCC1)c1ccco1	0.7
Cc1c(Cl)cccc1NC(=O)C1CC(=O)NC(N2CCCCC2)=N1 (stereo unspecified)	9.0
COc1cc(/C=C2/C(=N)N3C=CSC3=NC2=O)cc(Br)c1OCc1ccc2c(c1)OCO2	-7.5
O=C(CSc1nc2c([nH]c3ccccc32)c(=O)n1-c1ccc(Cl)cc1)NC1CCCCC1	-9.0
O=C(CNC(=O)c1ccccc1Cl)OCc1cc(=O)n2nc(C3CC3)sc2n1	-6.5
SMILES	ROC1-CUL1 inh
Cc1ccc(-c2noc(CSc3nnc(C)n3-c3ccc(F)cc3)n2)cc1	-5.9
Cc1cccc(C(=O)N2c3ccc(F)cc3-c3c(ssc3=S)C2(C)C)c1	6.2
CCn1c(=O)c2cc(C(=O)NCCCOC)sc2c2ccccc21	4.8
CCOC(=O)C1C(C)=Nc2sc(C(N)=O)c(N)c2C1c1ccncc1 (stereo unspecified)	-4.4
Cc1sc2c(c1C)c(=O)n(-c1ccccc1)c1nnc(SCCC(C)C)n21	1.7
Cc1ccc(C)c(NC(=S)N(c2c(C)nn(Cc3ccc(F)cc3)c2C)C2CC(=O)N(c3ccccc3C)C2=O)c1 (stereo unspecified)	14.9
c1ccc(-c2ncnc3sc4c(c23)CCCC4)cc1	-1.4
O=C(OCSc1nn[nH]n1)Oc1ccc2ccccc2c1	8.1
CN(C)c1cnn(CC(=O)NC(c2ccccc2)c2ccco2)c(=O)c1 (stereo unspecified)	4.9
CS(=O)(=O)N(CC(=O)NC1CC2CCC1C2)c1ccc(Cl)c(Cl)c1 (stereo unspecified)	-1.4
COc1cccc2cc(-c3ccccc3)oc12	4.0
Cc1ccc(C=Nc2sc3c(c2C#N)CCCC3)s1	1.7
Cn1c(-n2cccc2)c(-c2c(-c3ccc(F)cc3)[nH]c3c2c(=O)n(C)c(=O)n3C)c(=O)n(C)c1=O	5.9
CN(C)CCCn1c(=O)n(C)c(=O)c2[nH]cnc21	-6.6&7.3
CCOc1nc(C)ccc1-c1noc(C)n1	-0.9
O=C(c1ccc(C2CCCN2)s1)N1CCC(c2cccc(O)c2)CC1 (stereo unspecified)	11.9
CC1=C(C(=O)Nc2ccccc2C)C(c2cccs2)n2c(s/c(=C/c3cn[nH]c3-c3ccccc3)c2=O)=N1 (stereo unspecified)	5.1
O=C(N/N=C/c1ccccc1)c1c[nH]c2ccc(O)cc12	-7.8
Cc1ccc(S(=O)(=O)Nc2cccc(-c3ccc(N4CCC(C)CC4)nn3)c2)s1	3.1
Cc1ccc(N2C(=O)C(=O)C(C(=O)c3ccccc3)C2c2cccc(O)c2)cc1Br (stereo unspecified)	-8.8
COc1cc(C)ccc1OCCSc1nc2ccc(NC(=O)c3ccco3)cc2s1	-7.2
Cc1c(C2=CCN(S(=O)(=O)c3ccc(Br)cc3)CC2)c2ccccc2n1CC(=O)N1CCCC1	2.2
Nc1c(C(=O)N2c3ccccc3Sc3ccccc32)sc2nc3c(cc12)CCCC3	-1.2
CC1(C)CC(=O)CC(=NCCc2ccccc2)C1	-3.2
COc1ccc(-n2nnc(-c3nsc(NC(=O)c4cccc(C)c4)n3)c2C)cc1OC	-5.2

Three of the entries above in order of their number in ROC1-CUL1 inh, largest number first.
SMILES	ROC1-CUL1 inh
Cc1ccc(C)c(NC(=S)N(c2c(C)nn(Cc3ccc(F)cc3)c2C)C2CC(=O)N(c3ccccc3C)C2=O)c1 (stereo unspecified)	14.9
O=C(OCSc1nn[nH]n1)Oc1ccc2ccccc2c1	8.1
Cc1cccc(C(=O)N2c3ccc(F)cc3-c3c(ssc3=S)C2(C)C)c1	6.2

(continued)
SMILES	ROC1-CUL1 inh
COc1cc(OC)cc(-c2cc3nc(C)c(CCC(=O)NCc4ccccc4)c(C)n3n2)c1	-8.6
CC1=Nc2nc(SCc3ccccc3Cl)nn2C(c2cccnc2)C1C(=O)Nc1ccccc1 (stereo unspecified)	1.4
Cc1ccc(N2CC(C(=O)Nc3ccccc3C(=O)NC3CCCCC3)CC2=O)cc1C (stereo unspecified)	0.9
COc1ccc(-c2noc(CCC(=O)NCc3ccc(OC)cc3OC)n2)cc1	-1.9
Cc1ccc(NC(=O)Cn2c(=O)n(-c3ccc(C)cc3)c(=O)c3ccc(C(=O)NCc4ccccc4Cl)cc32)cc1	0.2
CCOC(=O)CSc1nnc2c3cnn(-c4ccccc4)c3ncn12	-10.9
CS(=O)(=O)c1ccc(Sc2ccccc2F)c(Sc2ccccc2F)c1	6.0
COc1cccc(CNC(=O)c2ccc3c(Cl)c4c(nc3c2)CCCC4)c1	-4.6
CCCCS(=O)(=O)N1CCCC(C(=O)Nc2ccc(O)cc2)C1 (stereo unspecified)	0.6
Cc1ccc2c(c1)CN(Cc1ccccc1O)CC(c1ccsc1)O2 (stereo unspecified)	6.1
CC1=CC(C)(C)N2C(=O)C(=O)c3cc(OS(=O)(=O)c4ccc(C)cc4)cc1c32	11.7
CCN(C(=O)CSc1nc2ccccc2n1CC(=O)Nc1ccccc1C)c1ccccc1	-5.7
CCn1c(C)c(C)c2cc(C(=O)NCC(C)c3ccccc3)ccc21 (stereo unspecified)	-10.9
O=C(Nc1cccc(Cl)c1Cl)c1cc2nc(-c3ccc4c(c3)OCO4)cc(C(F)(F)F)n2n1	2.1
O=C1C(=O)N(CCc2c[nH]c3ccccc23)C(c2ccc(O)cc2)C1C(=O)c1ccccc1 (stereo unspecified)	-3.4
COc1ccc(-c2cc(-c3cccs3)nc(SCCOC3CCCCO3)c2C#N)cc1 (stereo unspecified)	-1.8
CCC1CN(C(=O)c2ccc(NCc3ccc(C)s3)nc2)CCN1C(C)C (stereo unspecified)	-4.6
O=C(CN1CCN(c2ccccc2)CC1)N/N=C/c1cccc(F)c1	-5.5
CC1CCCN(S(=O)(=O)c2ccc3c(c2)CCN3C(=O)CCC(=O)O)C1 (stereo unspecified)	1.6
COc1ccccc1-n1nc(C(C)=O)c(C(C)=O)c1C	-0.9
Cc1c(C(=O)NC2CCS(=O)(=O)C2)oc2ccccc12 (stereo unspecified)	2.4
CC1(C)CC(=O)C2=C(C1)N(c1ccc(Cl)cc1)C(=O)CC2=O	-17.2
Cc1nc2cc(F)c(F)cc2nc1C	-4.3
CCOC(=O)c1c(NC(=O)c2cc(-c3ccccc3)on2)sc2c1CCCC2	0.6
Cc1c2cnn(CC(=O)N3CCCCC3)c(=O)c2c(C)n1Cc1ccc(Cl)cc1	6.3

Taken from above:
Cc1c2cnn(CC(=O)N3CCCCC3)c(=O)c2c(C)n1Cc1ccc(Cl)cc1 @ ROC1-CUL1 inh = 6.3
CCN(C(=O)CSc1nc2ccccc2n1CC(=O)Nc1ccccc1C)c1ccccc1 @ ROC1-CUL1 inh = -5.7
Cc1ccc2c(c1)CN(Cc1ccccc1O)CC(c1ccsc1)O2 (stereo unspecified) @ ROC1-CUL1 inh = 6.1
Cc1c(C(=O)NC2CCS(=O)(=O)C2)oc2ccccc12 (stereo unspecified) @ ROC1-CUL1 inh = 2.4
CC1=CC(C)(C)N2C(=O)C(=O)c3cc(OS(=O)(=O)c4ccc(C)cc4)cc1c32 @ ROC1-CUL1 inh = 11.7

Other results.
SMILES	ROC1-CUL1 inh
COc1ccccc1CNC(=O)CCn1c(=O)c2ccccc2n(CC(=O)Nc2ccc(C)cc2)c1=O	0.4
FC(F)(F)C1(C(F)(F)F)N=C2C=CC(Br)=CN2C(c2ccccc2Cl)=N1	0.6
CC(=O)NCC1CCCN(C(=O)CN2CC3(CCCC3)CC2=O)C1 (stereo unspecified)	4.3
COc1ccc(-n2nnc(C(=O)N(C)c3ccccc3)c2C)cc1	2.3
CCOc1c(Br)cc(CO)cc1Br	-5.9
Cc1cc(C)c(S(=O)(=O)n2cccn2)c(C)c1	3.7
CC(=O)C1=C(C)N(C)C2=C(C(=O)c3ccccc32)C1c1ccccc1F (stereo unspecified)	14.4
Clc1ccccc1NC(c1ccc(Br)cc1)c1nnnn1C1CCCCC1 (stereo unspecified)	-11.2
CCn1c2ccccc2c2cc(/C=N/NC(=O)c3ccccc3)ccc21	2.1
Cc1ccc(N(CC(=O)NCCSc2ccccc2)S(=O)(=O)c2ccc(F)cc2)cc1	4.2
CCNCc1ccc(OCc2ccc(C)cc2)cc1	-1.3
COc1ccc(C(=O)N2CCC(C(=O)Nc3ccc(OC)cc3OC)CC2)cc1	4.5
COc1ccc(-c2nc(SCC(=O)Nc3ccc(OC(F)(F)F)cc3)[nH]c(=O)c2C#N)cc1	-12.8
CC(C)CN1CC(=NC(=O)NCc2ccccc2Cl)c2ccccc2C1=O	5.2
CCCCSc1nnc2c(n1)OC(c1ccc(C)s1)Nc1ccccc1-2 (stereo unspecified)	3.1
CCOC(=O)c1nc(N2CCN(c3ccc(F)cc3)CC2)c2c(C)noc2n1	-2.8
CCc1ccc(NC(=O)c2oc3c(c2C)-c2[nH]ncc2CC3)cc1	0.1
COC1(OC)C(C=Cc2ccc([N+](=O)[O-])cc2)C(C#N)(C#N)C1(OC)OC (stereo unspecified)	-1.8
Cc1ccc2c(c1C)OC(=O)CC2(C)C	2.3
COc1ccc(OC)c(CN2CC[C@@H](N3CCCCCC3)[C@H](O)C2)c1	-2.2
CCCn1c2ccccc2c2cnn(CC(=O)NCCc3ccc(OC)cc3OC)c(=O)c21	-7.9
O=C(Oc1ccc2c(c1)OCO2)c1cc(Br)ccc1Br	-3.7
Cn1c(=O)n(C)c2cc(/C=C3\Sc4ccccc4C3=O)ccc21	7.6
CCC(C)(C)C1CCC(NC(=O)c2cc(C)on2)CC1 (stereo unspecified)	-8.7
Cc1ccc(C(=O)NC(NC(C)C)C(Cl)(Cl)Cl)cc1 (stereo unspecified)	4.7
SMILES	ROC1-CUL1 inh
CCc1nc2ccccc2c(NC(=O)CNC(C)(C)CO)c1C	-4.1
O=C(Cn1c(NCCO)nc2ccccc21)c1cccs1	-1.8
O=C(Nc1nnc(-c2cccs2)s1)C12CC3CC(CC(C3)C1)C2	-5.3
CCOc1cc(/C=C2/SC(=O)N(Cc3cc4c(cc3Cl)OCO4)C2=O)ccc1OC(C)C	-1.2
CCC(C)(C)c1ccc(OCC(=O)Nc2ccc(O)cc2C(=O)O)cc1	-1.9
COc1ccc(NC(=O)C(CC(C)C)NC(=O)C2CCCCC2)cc1 (stereo unspecified)	-2.6
CC(=O)NC(C(=O)N/N=C/c1cccc([N+](=O)[O-])c1)C(=O)N/N=C/c1cccc([N+](=O)[O-])c1	5.0
C=CCc1cc(/C=N\NC(=O)C(NC(=O)c2ccc3c(c2)OCO3)C(C)C)cc(OC)c1O (stereo unspecified)	-6.6
CC(C)CC(NC(=O)c1ccccc1)C(=O)N/N=C\c1ccco1 (stereo unspecified)	16.3
CCCc1cc(C(=O)N2CCc3c(cnc(C)c3CNS(=O)(=O)c3cccs3)C2)n(C)n1	-0.7
CC(=O)N1CCN(c2ncccc2CNCc2ccc(-c3ccco3)cc2)CC1	2.2
CC(=O)N1CCC[C@H]1C(=O)N1CCC(CCC(=O)Nc2cccc(C)c2)CC1	9.1
COc1ccc(CNC(=O)Cn2ncc3c(=O)oc4ccccc4c32)c(OC)c1	-4.8
COc1cc(NC(=O)N2CCN(C(=O)c3ccco3)CC2)cc(OC)c1	12.2
CCOc1c(OC)cccc1C1CC(=O)NC2=C1C(=O)CCC2 (stereo unspecified)	4.6
O=C(c1cc2ccccc2oc1=O)N(Cc1ccc(Cl)cc1)C1CCS(=O)(=O)C1 (stereo unspecified)	3.1
CCC(=O)Nc1ccc(C(=O)OCC(=O)C(C)(C)C)cc1	-2.7
COc1nc(Nc2ccc(OC(F)(F)Cl)cc2)nc(N2CCCCC2)n1	-7.5
Oc1ccccc1-c1nc(-c2cccs2)c(-c2cccs2)[nH]1	5.5
Cc1ccc(-n2c(SCC(=O)OC3CCCCC3)nnc2-c2cccnc2)cc1	-2.1
COc1ccc(CNC(=O)Cn2ccc3cc(S(=O)(=O)N4CCCC4)ccc32)c(OC)c1	4.5
